# Screening data: PubChem BioAssay, several laboratories
# TRPC4 inh: blocks the mouse TRPC4 cation channel. Q9QUQ5. HEK293 TRPC4beta/mu-opioid, DAMGO-evoked Fluo4 calcium flux; stronger effect = lower value. B-score at 10 µM. 300,000 compounds, 0.39% hits. AID 2247;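 active means B-score over 3 SD under the library average, no early fluorescence shift, positive overall ratio signal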
#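 Material: HEK293 cells with stable TRPC4beta plus mu-opioid receptor expression / Probe or stimulus: DAMGO in two steps, submaximal then maximal / Compound: single concentration per test compound / Technique: kinetic Fluo4 fluorescence imaging of calcium influx / Read-out: per-well B score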
# Dyrk1A ADPGlo: inhibitors of rat Dyrk1A kinase; ADP-Glo luminescence, NFATc1 peptide; inhibition, % at 12.5 µM; 310,000 compounds, 0.43% hits; AID 504441; in the data active means inhibition above about 50%;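 further: plate controls were vehicle with enzyme for no effect and no enzyme for full effect; many of its hits are not listed in these tables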
# KCNQ1 inh: human KCNQ1 channel inhibition | CHO-K1 KCNQ1, FluxOR thallium flux fluorescence; stronger effect = higher value | B-score at 10 µM | P51787 | 310,000 compounds, 1.3% hits;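 active means compounds whose thallium flux B-score, printed positive for inhibition, exceeds three library SD while starting fluorescence stays within three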;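 further: channel opened by potassium depolarization with thallium stimulus after 20 min compound exposure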
# hERG rescue: compounds protecting human hERG from proarrhythmic drug block. activation (rescue from dofetilide block), less the hit threshold, % at 10 µM. Q12809. 310,000 compounds, 0.51% hits. CHO-hERG, FluxOR thallium flux, dofetilide IC70 present;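 active means activation above the mean of controls blocked by dofetilide plus 5 SD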;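 further: thallium influx through hERG after potassium depolarization seen as dye fluorescence rise; in these data hits start at about 4.7%; inactives centre near -7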
# KCNK9 block: blocks the human KCNK9 two-pore domain potassium channel; HEK293 KCNK9, FluxOR thallium flux fluorescence; stronger effect = lower value; B-score at 10 µM; 310,000 compounds, 1.2% hits;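 active means ratio B-score over 3 SD below the library mean, with starting fluorescence within 5 SD of its mean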;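 further: negative B-score means less thallium flux so channel inhibition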
# Target sequence (Q9NPC2 whole entry, looked up, the tested form may be a part): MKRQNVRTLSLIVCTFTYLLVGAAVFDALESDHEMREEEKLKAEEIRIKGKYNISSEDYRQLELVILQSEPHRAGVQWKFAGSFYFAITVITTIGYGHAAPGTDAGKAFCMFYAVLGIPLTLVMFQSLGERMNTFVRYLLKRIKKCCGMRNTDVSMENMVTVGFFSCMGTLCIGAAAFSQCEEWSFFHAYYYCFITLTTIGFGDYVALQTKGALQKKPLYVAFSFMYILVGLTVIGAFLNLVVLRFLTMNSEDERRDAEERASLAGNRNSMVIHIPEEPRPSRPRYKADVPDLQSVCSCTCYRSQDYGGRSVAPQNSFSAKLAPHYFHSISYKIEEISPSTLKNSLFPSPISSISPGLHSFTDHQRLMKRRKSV
# PolyA inh: blocks polyadenylation in yeast reporter cells; S. cerevisiae SKY197-pL101 polyadenylation reporter, beta-gal luminescence; efflux-impaired pdr1/pdr3 knockout yeast; score 100 = 6 SD above DMSO; calls only at 12 µM; 300,000 compounds, 0.02% hits;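 active means lowest replicate activity score at least 50, where 100 means six control SD above control mean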;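 further: yeast exposed to compound for 9 h at 30 °C; higher score means more reporter readthrough which indicates perturbed polyadenylation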
# Platelet DG rel: modulates dense granule release in human platelets | AID 1663 | inhibition, %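 (compounds screened at 7.5 µM in platelet-rich plasma)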 | 300,000 compounds, 0.22% hits | human platelet-rich plasma, SFLLRN dense granule ATP release, luminescence;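 active means mean replicate score, as percent of positive control, at or above 50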
# KCNK3 block: human KCNK3 channel inhibition, primary screen. B-score at 10 µM. AID 602410. 340,000 compounds, 0.84% hits. CHO-KCNK3 thallium flux, FluxOR fluorescence; stronger effect = lower value. O14649;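 active means B-score under library mean minus 4 SD, starting fluorescence ratio at most library mean plus 5 SD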;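 further: more negative B-score means stronger inhibition of thallium flux through KCNK3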
# Target sequence (O14649 whole entry, looked up): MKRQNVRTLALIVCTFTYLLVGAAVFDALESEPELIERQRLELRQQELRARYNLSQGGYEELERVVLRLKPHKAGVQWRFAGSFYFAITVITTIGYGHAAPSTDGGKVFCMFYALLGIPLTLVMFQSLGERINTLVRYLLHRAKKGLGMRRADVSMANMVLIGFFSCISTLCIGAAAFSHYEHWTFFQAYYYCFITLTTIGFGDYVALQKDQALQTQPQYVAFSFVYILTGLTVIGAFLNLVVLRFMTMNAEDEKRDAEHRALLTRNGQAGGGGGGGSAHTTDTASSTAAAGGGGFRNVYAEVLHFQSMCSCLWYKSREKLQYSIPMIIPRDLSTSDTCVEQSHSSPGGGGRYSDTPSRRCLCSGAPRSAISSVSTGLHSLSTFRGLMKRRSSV
# TRPC4 PAM: allosteric potentiators of mouse TRPC4 channel; Q9QUQ5; 310,000 compounds, 0.42% hits; HEK293 TRPC4beta/mu-opioid, DAMGO EC20, Fluo-4 Ca2+ flux; stronger effect = higher value; B-score at 10 µM;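 active means B-score of calcium response area above 5 SD of library B-scores, with initial fluorescence ratio within 5 SD of library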;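 further: B-score of integrated fluorescence ratio over time as area under calcium response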
# TRPC4 act: TRPC4 (mouse) channel activation; 310,000 compounds, 0.49% hits; B-score at 10 µM; HEK293 TRPC4beta/mu-opioid, Fluo4 calcium fluorescence; stronger effect = higher value; Q9QUQ5; AID 2237;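 active means B-score above 5 SD of library B-scores, and initial fluorescence ratio not above library mean plus 5 SD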;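 further: positive B-score marks a calcium rise read as TRPC4 activation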
#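 Incubation: 45 min room-temperature Fluo4 loading, 110 s read / System: HEK293 cells stably co-expressing mouse TRPC4beta and mu-opioid receptor / Signal: Fluo4 fluorescence, kinetic / Control set: buffer (low) and maximal DAMGO (high) / Measure: integrated baseline-normalised fluorescence ratio, converted to per-well B score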
# KCNQ1 pot: human KCNQ1 channel potentiation or activation | P51787 | CHO-K1 KCNQ1, thallium flux FluxOR fluorescence; stronger effect = higher value | B-score at 10 µM | 310,000 compounds, 0.35% hits | AID 2648;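 active means fluorescence ratio B-score, a plate-corrected score, at least three library SD, with initial intensity B-score within 5 SD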
#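 System: CHO-K1 cells stably expressing KCNQ1 / Medium: assay buffer for compound exposure, DMSO matched across wells / Reagent: thallium- and potassium-containing depolarizing buffer / Compound: one concentration, matched DMSO / Incubation: 20 min compound pretreatment at room temperature / Measured by: kinetic FluxOR fluorescence, 10 s baseline plus 110 s post-stimulus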
# Active calls of the source: *; i = inactive; . = no result given.
SMILES,TRPC4 inh,Dyrk1A ADPGlo,KCNQ1 inh,hERG rescue,KCNK9 block,PolyA inh,Platelet DG rel,KCNK3 block,TRPC4 PAM,TRPC4 act,KCNQ1 pot
COc1cccc(NS(=O)(=O)c2ccc3[nH]cc(C(=O)N(C)Cc4ccco4)c(=O)c3c2)c1,i,5,i,-6,i,i,3,i,i,i,i
Cc1c(C(=O)N2CCCC2)c(S(=O)(=O)N2CCCCC2)c(C)n1C,i,-2,i,-9,i,i,-10,i,i,i,i
Nc1c(Cl)cc(-c2csc(N3CCCC3c3nc4cc(Cl)c(N5CCCCC5)cc4n3CCCO)n2)cc1Cl (stereo unspecified),i,-3,i,2,i,i,-1,i,i,i,i
CCOC(=O)c1ccc(NC(=O)COc2ccc(S(=O)(=O)NC(C)(C)C)cc2)cc1,i,3,i,-5,i,i,3,i,i,i,i
COc1ccc(CCNc2nc(C)c(C(C)=O)s2)cc1OC,i,6,i,-1,i,i,1,i,i,i,i
NNC(=O)CSCc1nc(-c2ccc(Cl)cc2)cs1,i,.,i,-3,i,i,-5,i,i,i,i
Cc1ccnc(NC(=O)c2ccc3c(c2)OCO3)c1,i,22,i,-1,i,i,46,i,i,i,i
COc1ccc(CCNc2c(C)c(C)nc3ncnn23)cc1,i,5,i,-17,i,i,2,i,i,i,i
Cc1cc(O)c(C=Nc2ccc(N3CCOCC3)cc2)c(C)c1Cl,i,4,i,-8,i,i,-2,i,i,i,i
C=CCn1c(SCC(=O)Nc2ccc(OC)cc2)nc2ccccc2c1=O,i,6,i,-5,i,i,3,i,i,i,i
CC(c1ccccc1)n1c(NCCCn2ccnc2)nc2c1c(=O)[nH]c(=O)n2C (stereo unspecified),i,.,i,-6,i,i,12,.,i,i,i
O=C(N/N=C/c1ccccn1)c1ccncc1,i,.,i,-7,i,i,2,i,i,i,i
CN1/C(=C\C=[N+](C)c2ccccc2)C(C)(C)c2ccccc21,i,-2,8*,-18,i,i,5,i,i,i,i
Nc1cc(=O)nc(SCC(=O)N2CCN(c3ccccc3)CC2)n1-c1ccccc1,i,-10,i,-5,i,i,-1,i,i,i,i
COc1ccc(S(=O)(=O)N2CCC(C(=O)N[C@@H](C)C(=O)NCc3cccc(OC)c3)CC2)cc1,i,3,i,-8,i,i,11,i,i,i,i
Cc1ccc(S(=O)(=O)N2CCOCC2)cc1C(=O)N1CCCC1,i,-2,i,-7,i,i,-10,i,i,i,i
COC(=O)c1cccc(N(C(=O)CNC(=O)c2cccs2)C(C(=O)NCC2CCCO2)c2ccc(OC)c(OC)c2)c1 (stereo unspecified),i,1,i,-3,i,i,10,i,i,i,i
COc1cc(CN2CCN(Cc3ccc([N+](=O)[O-])cc3)CC2)c([N+](=O)[O-])cc1OC,i,-4,i,-17,i,i,-6,i,i,i,i
CC(C)CCN1CC(O)=C(c2nc(-c3ccc(Cl)cc3)cs2)C1=N,i,-9,i,-7,i,i,9,i,i,i,i
COC(=O)c1ccc(Cn2nc(C)cc2C)cc1,i,2,i,-9,i,i,.,i,i,i,i
COc1cc2c(cc1OC)CN(C(=O)Cc1ccccc1)CC2,i,.,i,-8,i,i,-5,i,i,i,i
Nc1nnnn1/N=C/c1cc(Cl)cc(Cl)c1OCc1ccc(Cl)cc1Cl,i,.,i,-5,i,i,2,i,i,i,i
Cc1c(C(=O)N(Cc2ccc(Cl)cc2)C2CCS(=O)(=O)C2)oc2ccccc12 (stereo unspecified),i,5,i,-9,i,i,1,i,i,i,i
CCCCNCCOCCOc1ccc(Cl)cc1Br,i,8,i,-10,i,i,7,i,i,i,i
O=c1c2ccc(Cl)cc2nc(-c2ccc([N+](=O)[O-])cc2)n1O,i,2,i,6.7*,i,i,0,i,i,63*,35*
# Other results
SMILES,TRPC4 inh,Dyrk1A ADPGlo,KCNQ1 inh,hERG rescue,KCNK9 block,PolyA inh,Platelet DG rel,KCNK3 block,TRPC4 PAM,TRPC4 act,KCNQ1 pot
CCc1ccc(NC(=O)c2cc(-c3ccc4c(c3)OCO4)on2)cc1,i,0,i,-4,i,i,-18,i,i,i,i
CCOC(=O)c1c(NC(=O)CSc2nncn2C)sc(C)c1C,i,-3,i,-8,i,i,1,i,i,i,i
COc1ccccc1NC(=S)NC1CCCCCC1,i,11,i,-7,i,i,5,i,i,i,i
CC(C)(C)c1ccc(C(=O)NCCCNC(=O)c2ccco2)cc1,i,7,i,-4,i,i,-14,i,i,i,i
COc1cccc(NC(=O)Nc2cc(Cl)ccc2C)c1,i,-2,i,-4,i,i,0,i,i,i,i
COc1ccc(S(=O)(=O)N/N=C(/C)c2ccc(Cl)cc2)cc1,i,-5,i,-9,i,i,-2,i,i,i,i
O=C(Cc1ccc(Br)cc1)N1CCCC1,i,-2,i,-4,i,i,5,i,i,i,i
Cc1ccc(C(=O)N(Nc2nc3ccccc3s2)C(=O)c2ccc(C)cc2)cc1,i,-1,i,-7,i,i,-3,i,i,i,i
CC(C)CC1c2[nH]c3ccccc3c2CCN1C(=O)CCC(=O)N(C)C (stereo unspecified),i,6,i,-8,i,i,0,i,i,i,i
CCSC1=C(C#N)C(c2ccccc2Cl)CC(=O)N1 (stereo unspecified),i,-1,i,-12,i,i,-9,i,i,i,i
Cc1ccc(NC(=O)CN2CCc3cc4c(cc3C2C)OCCCO4)cc1 (stereo unspecified),i,0,i,-12,i,i,4,i,i,i,i
COc1ccc(NC(=O)CSc2nnc(NC(=O)c3ccco3)s2)cc1OC,i,-5,i,-10,i,i,-4,i,i,i,i
O=C(CCCN1C(=O)c2cccc3cccc(c23)C1=O)NCc1cccnc1,i,-2,i,-9,i,i,0,i,i,i,i
Nc1cccnc1Sc1ccc(Cl)cc1,i,2,i,-7,i,i,-4,i,i,i,i
CCc1ccc(Nc2cnn(-c3nc4ccccc4s3)c(=O)c2Cl)cc1,i,-9,i,-4,i,i,-6,i,i,i,i
CCn1nc(C)c(/C=N\NC(=O)c2ccc3c(c2)OCO3)c1C,i,2,i,0,i,i,-3,i,i,i,i
Cn1c(=O)[nH]c(=O)c2c1nc(N)n2Cc1ccccc1,i,10,i,-7,i,i,-3,i,i,i,i
COc1cc(NC(=O)CSc2ncnc3sc4c(c23)CCC(C)C4)c(C(=O)O)cc1OC (stereo unspecified),-6*,6,i,51*,i,i,-3,i,i,i,39*
Cc1occc1C(=O)N1CCN(S(C)(=O)=O)CC1,i,-2,i,-12,i,i,1,i,i,i,i
COc1ccc(-n2c(C)nc(N)c2C(=O)c2ccccc2)cc1,i,6,i,-16,i,i,1,i,i,i,i
CCOC(=O)c1c(N)sc2c(NC(C)=O)cccc12,i,3,i,-5,i,i,-7,i,i,i,i
COC(=O)[C@@H]1C[C@H]2CC[C@H](O)C[C@H]2N1Cc1ccc(C)s1,i,-8,i,-8,i,i,-3,i,i,i,i
CN1C2CCC1/C(=C\c1ccccc1Cl)C(=O)/C2=C\c1ccccc1Cl,i,.,10*,-7,-8.6*,i,4,.,i,i,i
Nn1cnnc1SCC(=O)Nc1ccc2c(c1)OCO2,i,-6,i,-4,i,i,-4,i,i,i,i
CC(=O)N1CC(C)c2scc(C)[n+]2-c2ccccc21 (stereo unspecified),i,7,i,-2,i,i,-5,i,i,i,i
# (continued)
SMILES,TRPC4 inh,Dyrk1A ADPGlo,KCNQ1 inh,hERG rescue,KCNK9 block,PolyA inh,Platelet DG rel,KCNK3 block,TRPC4 PAM,TRPC4 act,KCNQ1 pot
Cc1ccccc1OCC(=O)NC(=S)Nc1cccc2cc(O)ccc12,i,20,i,-9,-8.9*,i,14,i,i,i,i
Cc1cc(=O)[nH]c(N/N=C/c2ccc(OC(=O)c3cccnc3)cc2)n1,i,-4,i,-15,i,i,1,i,i,i,i
CCOC(=O)CSc1ncc(OC)c(Sc2ccc(OC)cc2)n1,i,-1,i,-19,i,i,-1,i,i,i,i
Cc1c(Cl)c([N+](=O)[O-])nn1CCCC(=O)NC(C)c1ccccc1 (stereo unspecified),i,7,i,-10,i,i,3,i,i,i,i
CN(C)S(=O)(=O)c1cccc(C(=O)Nc2ccccc2N2CCCCC2)c1,i,8,i,-4,i,i,-5,i,i,i,i
O=C(N/N=C/c1cc2cc3c(cc2nc1Cl)OCCO3)c1ccccc1O,i,-5,i,-8,i,i,21,i,i,i,i
O=C(NNC(=O)C1CCN(Cc2ccccc2)CC1)c1cccc(Cl)c1,i,9,i,-4,i,i,4,i,i,i,i
CC(=O)Nc1cc(NC(C)=O)cc(-c2nc3ccccc3[nH]2)c1,i,0,i,-13,i,i,-4,i,i,i,i
CC(=O)C1=C(C)NC(SCC(=O)c2cc(Cl)ccc2Cl)=C(C#N)C1c1ccco1 (stereo unspecified),i,14,11*,-6,-14*,i,2,-14*,i,i,i
Nc1nc2ccccc2n1CCOc1ccc(F)cc1,-6*,4,i,-9,i,i,-4,i,i,i,i
CC(NC(=O)CSc1ncccn1)c1ccc(Cl)cc1Cl (stereo unspecified),i,2,i,-13,i,i,-5,i,i,i,i
O=S(=O)(Nc1nccs1)c1cc(Cl)ccc1Cl,i,-9,i,-7,i,i,-3,i,i,i,i
COC(=O)c1ccc(NC(=S)N2CCN(Cc3cccc(C)c3)CC2)cc1,i,4,i,-19,i,i,-17,i,i,i,i
Cc1ccc(-c2nnn(CC(=O)N(CCO)C(C(=O)NC3CCCC3)c3ccc(F)cc3)n2)o1 (stereo unspecified),i,5,i,-6,i,i,-1,i,i,i,i
CC(C)OC(=O)Cn1c(-c2ccccc2)c(-c2ccccc2)nnc1=O,i,1,i,-5,i,i,-4,i,i,i,i
Cc1ccccc1OCCSc1nc2ccccc2n1CCC(=O)O,i,-3,i,-4,i,i,-3,i,i,i,i
O=C(COC(=O)C1CCC1)NC(=O)c1ccccc1,i,17,i,-8,i,i,-2,i,i,i,i
COC(=O)c1ccc(COC(=O)[C@@H]2CC(O)CN2S(=O)(=O)c2ccccc2[N+](=O)[O-])cc1 (stereo partly specified),i,.,i,-16,i,i,-1,i,i,i,i

# An excerpt, so the mix of outcomes need not match the whole.
